TDP1 cell noCPT: qHTS for Inhibitors of human tyrosyl-DNA phosphodiesterase 1 (TDP1): qHTS in cells in absence of CPT. Potency, µM (series often up to 46.2 µM), for the others: at the highest dose activity change, negative = growth inhibition, most hits filed as inhibitors. AID 686978, 2013. DT40 Tdp1-/- hTDP1 cells, no CPT, ATP luminescence, 48 h. 420,000 tested, 15% active; also: nearly all actives have a fitted effect of over 55% in size
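Stably hTDP1-transfected Tdp1-null chicken DT40 cells were treated with library compounds minus camptothecin and grown for at least 48 hr at 37 °C, after which cellular ATP was quantified by luminescence.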
GCN5L2 inh: GCN5L2 (KAT2A) acetyltransferase inhibition. Q92830. GCN5L2 HAT assay, ThioGlo1 CoA-SH fluorescence. Potency, µM (highest dose often 58.9 µM), without a hit: top-dose activity change, negative = inhibition, usual class: inhibitors. 390,000 tested, 0.21% active. AID 504327
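GCN5L2 (20nM final) in 50mM HEPES, 0.1mM EDTA pH 7.5, 0.01% Tween-20 was preincubated 15 min at room temperature with compound, then given ThioGlo1 (50uM), H3(1-25) peptide (75uM) and acetyl-CoA (70uM); CoA-thiol fluorescence (Ex340/Em540) was read at 0 and 20 min.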
TDP1 inh: inhibitors of human tyrosyl-DNA phosphodiesterase TDP1 | Potency, µM (series often up to 130 µM), inactives show top-dose activity change, negative = inhibition, hits mostly inhibitors | 350,000 tested, 0.28% active | Q9NUW8 | recombinant TDP1, AlphaScreen DNA substrate cleavage; also: nearly all actives have a fitted effect of over 40% in size
Target sequence (Q9NUW8 whole entry, looked up): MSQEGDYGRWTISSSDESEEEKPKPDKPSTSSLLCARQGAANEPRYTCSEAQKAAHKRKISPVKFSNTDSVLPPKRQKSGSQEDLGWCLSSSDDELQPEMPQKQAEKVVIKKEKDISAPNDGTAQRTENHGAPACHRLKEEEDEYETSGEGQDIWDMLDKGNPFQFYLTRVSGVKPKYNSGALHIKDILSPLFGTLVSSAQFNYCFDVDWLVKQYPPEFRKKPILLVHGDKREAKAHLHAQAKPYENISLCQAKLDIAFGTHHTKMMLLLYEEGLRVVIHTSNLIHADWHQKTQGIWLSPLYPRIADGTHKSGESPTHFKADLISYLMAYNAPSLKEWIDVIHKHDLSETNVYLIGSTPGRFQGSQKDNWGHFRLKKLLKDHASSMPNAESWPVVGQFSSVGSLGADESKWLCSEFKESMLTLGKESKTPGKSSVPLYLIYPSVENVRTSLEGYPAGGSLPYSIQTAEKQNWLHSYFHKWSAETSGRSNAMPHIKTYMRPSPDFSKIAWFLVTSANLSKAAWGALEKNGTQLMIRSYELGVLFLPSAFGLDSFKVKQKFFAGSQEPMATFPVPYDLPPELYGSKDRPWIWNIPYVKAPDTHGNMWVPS
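AlphaScreen read-out: signal falls as enzyme removes the 3' tyrosine-FITC from a 5'-biotinylated DNA oligo (15 nM, 5 min, RT). Enzyme was E. coli-made recombinant Tdp1 at 1 nM, exposed to compound for 15 min beforehand; beads 10 ug/ml, 10 min.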
Starred values were filed as active, the others as inactive; ? = inconclusive; nt = not tested or not shown; & = joins results of further samples; [ ] = dose if it differs, or a comment. Calls follow the shape of the dose curve; as a rule, active = well fitted curve in the direction sought with a large enough effect; inconclusive = small, poorly fitted or top-dose-only effect, or another doubt; inactive = no such curve, though single readings can be large; an effect the other way counts as inactive or inconclusive. % is scaled to controls: 0 for no effect and ±100 for the full control effect; potency is read from the fitted curve at half-maximal effect.

mol	TDP1 cell noCPT	GCN5L2 inh	TDP1 inh
Cc1ccc(/C=C(/NC(=O)c2ccccc2)C(=O)NC(Cc2c[nH]c3ccccc23)C(=O)O)cc1 (stereo unspecified)	1%	-1%	nt
Fc1cccc(Cl)c1/C=N/Nc1ccccn1	-26%	-9%	0%
CC1=C(C(=O)Nc2ccc([N+](=O)[O-])cc2)C(c2cccc(C(F)(F)F)c2)NC(=S)N1c1ccccc1 (stereo unspecified)	16µM*	-7%	7%
CSc1ccc(CCNC(=O)C2CCCN(c3nn4c(=O)cc(C)nc4s3)C2)cc1 (stereo unspecified)	-12%	-3%	3%
O=C(C(=O)N1CCc2ccccc2C1)N1CCc2ccccc2C1	nt	-1%	-1%
COC(=O)CN1C(=O)Nc2ccc(Br)cc2C1c1ccccc1Cl (stereo unspecified)	?	-16%	6%
CCc1ccc(CNC(=O)C2CCCN(c3nc4ccccc4o3)C2)cc1 (stereo unspecified)	-10%	-1%	0%
O=C(COC(=O)c1ccccc1Br)NCC1CCCCC1	-15%	-6%	-2%
COc1cc(CNCc2cccnc2)ccc1OCC(=O)NC(C)(C)C	-14%	0%	3%
COC(=O)c1cccc(Nc2nc(-c3ccncc3)nc3ccccc23)c1	?	3%	nt
CC(OC(=O)CN1C(=O)c2ccccc2C1=O)C(=O)c1ccccc1 (stereo unspecified)	1%	-13%	-2%
CCOC(=O)c1c(C)[nH]c2ccc3c(c12)CN1CCc2cc(OC)ccc2[C@@H]1O3	7.5µM*	-20%	12%
COc1cc([N+](=O)[O-])ccc1NC(=O)Nc1cnccn1	8%	?	-2%
Cc1ccc(-c2nnc(SCC(=O)Nc3cccc(C(=O)N4CCOCC4)c3)n2C)cc1	2%	0%	6%
CCCCNCCCOc1cccc(Cl)c1Cl	?	-4%[0.501 µM]	2%
Clc1ccccc1-c1nn2c(-c3cc(-c4ccccc4)n[nH]3)nnc2s1	11µM*	nt	-1%
CCOc1ccc(Oc2ccc(Cl)cc2NC(=O)C2=COCCO2)cc1	?	-3%	nt
CCc1nc(C)ccc1OCC(=O)NCCCN(C)C	-18%	1%	-12%
CCOc1ccc(S(=O)(=O)N/N=C(\C)c2ccc(OC)cc2OC)cc1	?	-15%	11%
O=[N+]([O-])c1ccc(S(=O)(=O)Nc2ccc(-c3ccc(N4CCCC4)nn3)cc2)cc1	-16%	-17%	nt

Rewritten with each value named: entries from further up.
> O=C(COC(=O)c1ccccc1Br)NCC1CCCCC1
- TDP1 cell noCPT: -15%
- GCN5L2 inh: -6%
- TDP1 inh: -2%

> CCOC(=O)c1c(C)[nH]c2ccc3c(c12)CN1CCc2cc(OC)ccc2[C@@H]1O3
- TDP1 cell noCPT: 7.5µM*
- GCN5L2 inh: -20%
- TDP1 inh: 12%

> CCc1ccc(CNC(=O)C2CCCN(c3nc4ccccc4o3)C2)cc1 (stereo unspecified)
- TDP1 cell noCPT: -10%
- GCN5L2 inh: -1%
- TDP1 inh: 0%

> CCc1nc(C)ccc1OCC(=O)NCCCN(C)C
- TDP1 cell noCPT: -18%
- GCN5L2 inh: 1%
- TDP1 inh: -12%

(further entries)
mol	TDP1 cell noCPT	GCN5L2 inh	TDP1 inh
COc1cccc(NC(=O)N2CCCC2C(=O)NCc2ccccc2F)c1 (stereo unspecified)	-3%	1%	5%
CC(=O)N1CCN(C(=O)c2cccc(S(=O)(=O)N3c4ccccc4CC3C)c2)CC1 (stereo unspecified)	-26%	2%	2%
Cc1ccc(S(=O)(=O)N2CCOCC2)cc1NC(=O)C(c1ccc(Cl)cc1)C(C)C (stereo unspecified)	?	-4%	0%
CCCn1c(SCC(=O)Nc2ccc3c(c2)OCO3)n[nH]c1=O	-14%	-1%	1%
COC(=O)C1=C(C)N(Cc2ccccc2)C(=S)N[C@H]1c1ccccc1	?	?	nt
CCC(NC(=O)OCc1ccccc1)C(=O)Oc1ccc2ccc(=O)oc2c1 (stereo unspecified)	?	-25%	nt
CC(C)(C)OC(=O)NCCc1nnc(SCc2ccccc2)o1	-27%	4%	-1%
CC1=C(C(=O)OCC(C)C)C(c2ccc(F)cc2)NC(=O)N1 (stereo unspecified)	-24%	1%	4%
O=S(=O)([O-])C/C(=C\c1ccc(Cl)cc1)c1cc[n+](CCO)cc1	0%	0%	-1%
Cc1c(CCNC(=O)Cc2ccccc2)sc2nc(-c3ccc(F)cc3)nn12	?	-2%	0%
CC(=O)c1cc(C#N)c(SCC(=O)C(C)(C)C)nc1C	3.2µM*	-1%	-5%
COC(=O)c1ccc(C(c2c(C)[nH][nH]c2=O)c2c(C)[nH][nH]c2=O)cc1	-28%	-8%	nt
CCOC(=O)c1[nH]c2ccc(Br)cc2c1NC(=O)CCN1CCC(C)CC1	18µM*	-13%	8%
O=C(CSc1nnc(CNc2cccc(Cl)c2)o1)OC1CCCCC1	-5%	-6%	0%
CCOC(=O)Cn1c(=NC(=O)C(C)C)sc2c(C)cc(C)cc21	15µM*	-9%	6%
CCCS(=O)(=O)Nc1c(C(=O)O)[nH]c2ccc(OC)cc12	-5%	-3%	nt
COc1ccc(-c2cc(-c3cccs3)c(C#N)c(SCC(=O)NCc3ccccc3)n2)cc1	?	-3%	4%
Cc1cc(NC(=O)Nc2ccccc2[N+](=O)[O-])n(C)n1	16%	-2%	nt
COC(=O)[C@@H]1C[C@@H]2CC[C@@H](O)C[C@@H]2N1Cc1ccc(C(F)(F)F)cc1	?	22%	10%&6%
O=C1CCCN2N=C(SCC(=O)Nc3ccc(Cl)cc3)SC2=N1	-25%	0%	1%

Going on with the list:
mol	TDP1 cell noCPT	GCN5L2 inh	TDP1 inh
COc1ccc(N2CCN(C(=O)c3ccncc3)CC2)cc1	-20%	-4%	-2%
COc1ccc(S(=O)(=O)NCc2ccc3c(c2)OCO3)cc1C(=O)O	2%	-6%	3%
CC(C)(C)OC(=O)N1CCC(c2c(C(=O)N3CCC(c4ccccc4)C3)cnn2-c2cccc(Cl)c2)CC1 (stereo unspecified)	15µM*	-4%	4%
Cc1ccc(NC(=O)C2C3CCC(O3)C2C(=O)O)cc1C (stereo unspecified)	-28%	3%	2%
C#CCOCCOCCOCCNc1nc(N2CCN(C(=O)[C@H](CCCCN)n3cc([C@@H](N)CC(C)C)nn3)CC2)nc(N2CCN(C(=O)[C@H](CCCCN)n3cc([C@@H](N)CC(C)C)nn3)CC2)n1	-3%	0%	6%
Cc1cccc(NC(=S)NC2CCCC2)c1	15µM*	-2%	-5%
COc1ccc(NC(=O)CN2CCCC2)cc1	7%	-7%	nt
Cc1c(NC(=S)Nc2cccc(Cl)c2)c(=O)n(-c2ccccc2)n1C	5%	4%	1%
COc1ccc(NS(=O)(=O)c2cccc(C(=O)NNC(=O)c3cc(C)oc3C)c2)cc1	?	2%	6%
O=C(C1=C[C@H](c2ccc3c(c2)OCO3)C[C@H](OCc2ccc(CO)cc2)O1)N1CCOCC1	-4%	1%	6%
CCn1nc(NC(=O)COC)c2cc3cc(C)ccc3nc21	5%	-3%	nt
OC(COc1c(F)cc(Br)cc1F)CN1CCOCC1 (stereo unspecified)	2%	-11%	nt
CSc1ccccc1NC(=O)C(C)N1C(=O)c2ccccc2S1(=O)=O (stereo unspecified)	-7%	3%	nt
COc1ccc(NC(=S)NCc2ccccc2)c(OC)c1	?	-5%	nt
CCCCN(C(=O)c1cc(OC)c(OC)c(OC)c1)C1=CC2CCC(C1)N2C (stereo unspecified)	?	-3%	1%
Cc1cc(CNC(=O)COC(=O)C2CC3CCCC(C2)C3=O)cc(C)c1O (stereo unspecified)	19%	-1%	2%
CCOc1ccc(N(CC(=O)Nc2ccc(C)cc2C)S(C)(=O)=O)cc1	?	-19%	nt
O=C(O)c1ccccc1C(=O)OCCCc1ccncc1	-2%	1%	1%
COc1ccc(CCN(Cc2cc3cccc(C)c3n3nnnc23)C(=O)c2ccncc2)cc1OC	nt	0%	4%
CC(/C=N/n1c(-c2ccc(Cl)cc2)n[nH]c1=S)=C\c1ccco1	?	-16%	5%

Next section.
structure	TDP1 cell noCPT	GCN5L2 inh	TDP1 inh
CCOC(=O)C1=CNS(=O)(=O)NC1c1ccc(OC(C)=O)cc1 (stereo unspecified)	-17%	2%	1%[56.1 µM]
CC(=O)Nc1nonc1NC(=O)CSc1nc2ccccc2o1	?	38%[activator]	4%
N#Cc1ccc(OCC(=O)Nc2ccc(S(=O)(=O)N3CCOCC3)cc2)cc1	-29%	2%	0%
COc1cc([C@H]2c3[nH]c4ccccc4c3C[C@H]3C(=O)N4[C@@H](c5cc(OC)c(OC)c(OC)c5)c5[nH]c6ccccc6c5C[C@H]4C(=O)N23)cc(OC)c1OC	2.9µM*	2%	0%
O=C(COC(=O)C1CCN(c2ccc(C(F)(F)F)cn2)CC1)Nc1cccc(F)c1	-17%	-18%	nt
CCOc1ccc(NC(=O)C2CCCN(S(=O)(=O)c3cccc4nonc34)C2)cc1 (stereo unspecified)	-11%	-3%	5%
c1coc(-c2nnc(-c3cccs3)o2)c1	-8%	-11%	-2%
O=Cc1c[nH]c2ccc(S(=O)(=O)N3CCOCC3)cc12	-8%	-3%	5%
CC1=C(C#N)C(C)C2=C(CC(C)(C)CC2=O)N1 (stereo unspecified)	?	-24%	-7%
CCN(CC)CCCN(C(=O)c1cccc(C)c1)c1nc(-c2ccc(OC)cc2)cs1	7.3µM*	-7%	nt
Cc1cc(=O)oc2c3c(cc(OCC(=O)NCc4ccccc4)c12)OC(C)(C)CC3	?	-7%	nt
COc1ccccc1N(CC(=O)Nc1ccc(Br)cc1F)S(=O)(=O)c1cccs1	?	-9%	-10%
Cc1sc2c(c1C)c(=O)n(-c1cccc(C(F)(F)F)c1)c(=O)n2Cc1ccc(F)cc1	?	-2%	-1%
Cc1ccc(CN2CCN(/N=C/c3ccco3)CC2)c(C)c1	-18%	-1%	7%
COc1ccc(C(=O)NCCNC(=O)c2cnccn2)cc1OC	-9%	-4%	nt
C=CCn1c(SCC(=O)Nc2cc(C)ccc2OC)nnc1-c1ccco1	-16%	-2%	1%
Cn1nnnc1SCc1cc(=O)n2ccsc2n1	-3%	3%	8%
COc1cccc2[nH]c3c(N4CCN(Cc5ccc6c(c5)OCO6)CC4)ncnc3c12	nt	-2%	9%
O=C(COC(=O)CCC(=O)c1cccs1)NCc1ccco1	-17%	?	22µM*
N#Cc1nc(-c2ccc(COc3ccccc3)o2)oc1N1CCN(c2ccccc2)CC1	-27%	-5%	4%
CCOC(=O)C1(CCc2ccccc2)CCN(C(=O)CN2CCOC2=O)CC1	-12%	?	-1%
CCN1CCN(c2ncnc3c2cnn3-c2ccc(Cl)cc2)CC1	?	4%	nt
CCOP(=O)(OCC)/C(=N/OC(=O)c1cccc([N+](=O)[O-])c1)C(N)=O	-5%	-2%	8%
CC1(NC(=O)CSc2nnc(-c3ccco3)n2Cc2ccccc2)CCS(=O)(=O)C1 (stereo unspecified)	0%	-4%	-2%
COc1cc2c(-c3ccc4[nH]ccc4c3)c(-c3ccc(C#N)cc3)oc(=O)c2cc1OC	5.8µM*	-28%	-3%

The results go on.
structure	TDP1 cell noCPT	GCN5L2 inh	TDP1 inh
O=C(c1ccccc1)N1CCc2cc(CNS(=O)(=O)c3ccccc3Cl)ccc21	0.92µM*	-13%	5%
COc1ccc(-c2cc(C(=O)Nc3cc(C)n(Cc4ccc(Cl)cc4)n3)no2)cc1OC	?	-5%	2%
Cc1ccc(-c2nnn(CC(=O)Nc3ccc4nn(-c5ccccc5)nc4c3)n2)o1	-23%	0%	2%
O=C(O)Cc1ccc(NC(=O)C2CC=CCC2C(=O)O)cc1 (stereo unspecified)	nt	-9%	45µM*
COc1ccc(C[C@H]2CN3C(=NC[C@@H]3Cc3ccc(O)cc3)N2CCNC(=O)c2ccc(C)c(Br)c2)cc1	13µM*	-4%	6%
COC(=O)C1=C(C)N(c2ccc(C(=O)OC)cc2)C(=O)C1	?	2%	5%
CC(=O)NC(CC(=O)NNC(=O)COc1c(C)cccc1C)c1ccccc1 (stereo unspecified)	-1%	-5%	0%
Cc1cccc(NC(=S)NCCc2c[nH]c3ccccc23)c1	?	-2%	-5%
COc1ccc2cc(C#N)c(SCC(=O)N3CCCC3)nc2c1	?	-1%	7%

Assay outcomes (PubChem)

A portion of the library. The share of hits here may be higher or lower than overall.
